Bioassay records deposited in PubChem by National Center for Advancing Translational Sciences (NCATS).
Tau ThT inhib – qHTS for Inhibitors of Tau Fibril Formation, Thioflavin T Binding; AID 1460, 2008; 270,000 tested, 2.1% active; Potency, µM (series often up to 57.4 µM), without a hit: top-dose activity, negative = inhibition, hits mostly inhibitors; Microtubule-associated protein tau (Homo sapiens), P10636; recombinant tau K18 P301L (four-repeat tau fragment), heparin-induced fibrillization, ThT fluorescence; active = well fitted inhibition curve with a large enough effect; inconclusive = small, poorly fitted or top-dose-only effect; note: nearly all actives have a fitted effect of over 55% in size
Target sequence (P10636 561-689 P618L limits assumed): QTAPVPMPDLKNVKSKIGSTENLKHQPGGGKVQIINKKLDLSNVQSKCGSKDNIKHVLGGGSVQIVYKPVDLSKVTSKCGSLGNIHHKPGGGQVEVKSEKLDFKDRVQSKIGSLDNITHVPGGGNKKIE
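K18 P301L tau (15 uM + 0.24 uM Alexa 594-tagged), heparin 20 uM, NaOAc pH 7, 6 h 37 C; ThT 30 uM, 1 h RT, ex 450/em 510 nm.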
LMNA splice mod – qHTS Assay for Modulators of Lamin A Splicing; Potency, µM (series often up to 46.1 µM), without a hit: at the highest dose ratio change, negative = inhibition, usual class: inhibitors; 200,000 tested, 0.01% active; HeLa LMNA splicing GFP/RFP minigene ratio, 48 h; active = well fitted inhibition curve with a large enough effect in the signal ratio, with a control signal flat, not every such curve was filed as active; inconclusive = small, poorly fitted or top-dose-only effect, or effect the other way, or a change in a side signal; the % refers to the signal ratio
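S3 HeLa stable clones carrying a lamin A-EGFP splicing minigene plus DsRed2 were seeded at 600 cells/well in Opti-MEM with 2% FBS, pin-dosed and incubated 48 h at 37°C. Acumen cytometry (488 nm) gave the GFP/RFP total-intensity ratio.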
* marks the source's active call; other numbers are inactive results; ? = inconclusive; [ ] = remark or other dose. % is set by controls: 0 for no effect and ±100 for the full control effect; potency is the fitted concentration of half-maximal effect. An excerpt (hit frequency here may not be typical).

SMILES | Tau ThT inhib | LMNA splice mod
Cc1ccc(C)c(N2CCN(S(=O)(=O)c3ccc4c(c3)CC(=O)N4C)CC2)c1 | 1% | 21%[46 µM]
Cn1nc(C(=O)Nc2cccc(C(F)(F)F)c2)c2c1-c1ccccc1S(=O)(=O)C2 | 8% | 0%[46 µM]
CNC(=O)C1CCC(Cn2c(=O)c3sccc3n(CC(=O)Nc3ccccc3)c2=O)CC1 (stereo not drawn) | 5% | 3%[46 µM]
COC(=O)c1ccccc1NC(=O)c1cc(CN2CCOCC2)on1 | 2% | 2%[46 µM]
Cc1cccc(-n2ncc3c(N4CCCCCC4)ncnc32)c1 | ? | -23%[46 µM]
CCOC(=O)N1CCN(S(=O)(=O)N2CCCC(C(=O)NCc3cc(Br)ccc3OC)C2)CC1 (stereo not drawn) | 5% | -3%[46 µM]
COc1ccc(NCc2cccn2-c2nnc(N3CCOCC3)s2)c(OC)c1 | -8% | 8%[46 µM]
CCOC(=O)c1cc2c(=O)n3ccccc3nc2n(Cc2ccco2)c1=NC(=O)c1cccc(Br)c1 | -22% | 9%[46 µM]
CCc1ccccc1NC(=O)CN(Cc1ccccc1)S(=O)(=O)c1ccc2nc(C)sc2c1 | 3% | -4%[46 µM]
COc1ccc(CC(=O)NCCc2csc(-c3cccc(F)c3)n2)cc1OC | -15% | 18%[46 µM]
O=C(Nc1ccc2nc(SCC(=O)N3CCc4ccccc43)sc2c1)c1cccc(F)c1 | 5% | 0%[46 µM]
CCc1ccc(NC(=O)CN2CCN(Cc3ccccc3)S2(=O)=O)cc1 | -15% | -16%[46 µM]

A second format for 4 compounds above:
> Cc1cccc(-n2ncc3c(N4CCCCCC4)ncnc32)c1
  Tau ThT inhib: ?
  LMNA splice mod: -23%[46 µM]
> CCOC(=O)N1CCN(S(=O)(=O)N2CCCC(C(=O)NCc3cc(Br)ccc3OC)C2)CC1 (stereo not drawn)
  Tau ThT inhib: 5%
  LMNA splice mod: -3%[46 µM]
> COc1ccc(NCc2cccn2-c2nnc(N3CCOCC3)s2)c(OC)c1
  Tau ThT inhib: -8%
  LMNA splice mod: 8%[46 µM]
> CCOC(=O)c1cc2c(=O)n3ccccc3nc2n(Cc2ccco2)c1=NC(=O)c1cccc(Br)c1
  Tau ThT inhib: -22%
  LMNA splice mod: 9%[46 µM]

Further entries.
SMILES | Tau ThT inhib | LMNA splice mod
CCC(CC)C(=O)Nc1ccc2nc(SCC(=O)N3CCCC3)sc2c1 | -9% | ?
COc1ccccc1OCC(=O)NC1CC(=O)N(c2ccc3c(c2)OCCO3)C1 (stereo not drawn) | -8% | 14%[46 µM]
COc1cccc2c(C)cc3nnc(SCC(=O)Nc4ccc(C)cc4)n3c12 | -4% | -19%[46 µM]
O=C(Cn1c(=O)n2nc(-c3cccc(F)c3)nc2c2ccccc21)N1CCN(c2ccc(F)cc2)CC1 | -3% | ?
CCOC(=O)C1CCN(S(=O)(=O)c2ccc(N3CCCCS3(=O)=O)cc2)CC1 | 2% | -14%[46 µM]
CC(=O)C1=C(c2ccccc2)N(C(C)=O)n2c(nnc2C2CCCCC2)S1 | ? | -13%[46 µM]
COc1ccc(-c2nc3scc(CCNC(=O)c4cc(OC)cc(OC)c4)n3n2)cc1 | -10% | 10%[46 µM]
COCCCNC(=O)CCCN1C(=O)CCn2nc(-c3cn(C)c4ccccc34)cc21 | -6% | 23%[46 µM]
CC(C)Oc1ccc(CNC(=O)c2ccc(CN3CC(=O)N4CCCCC4C3=O)cc2)cc1 (stereo not drawn) | -5% | 7%[46 µM]
Cc1ccc(C2CC(=O)N(Cc3ccccc3F)c3c2c(C)nn3-c2nc(C)cc(C)n2)cc1 (stereo not drawn) | -16% | ?
COc1cccc(-n2c(SCC(=O)Nc3ccc(F)cc3F)nc3c([nH]c4ccccc43)c2=O)c1 | 2% | ?
CC1=C(C(=O)NCCc2ccc(Cl)cc2)C2(CCCCC2)OC1=O | 9% | 11%[46 µM]
COc1ccc(N2C(=O)CS(=O)(=O)C23C(=O)N(Cc2cccc(F)c2)c2ccccc23)cc1OC (stereo not drawn) | ? | -17%[46 µM]
COc1ccc(/C=C\C(=O)NC2CC(=O)N(c3ccccc3)C2)cc1OC (stereo not drawn) | -4% | 16%[46 µM]
Cc1ccc(-n2ncc(C(=O)NCCCN3CCc4ccccc4C3)c2C2CCN(C(=O)OC(C)(C)C)CC2)cc1C | -15% | -15%[46 µM]
COc1ccc(CC(=O)NCc2ccc3c(c2)CCN3C(=O)c2ccc(C)cc2)cc1OC | -5% | -2%[46 µM]
CCCn1c2ccccc2c2cnn(CC(=O)NC(C)CC)c(=O)c21 (stereo not drawn) | -1% | ?
CCN(CC)c1ccc(NC(=O)c2cc(S(=O)(=O)N3CCc4ccccc43)cn2C)c(C)c1 | -7% | 24%[46 µM]
Cc1ccc(-n2ncc3c(NNC(=O)c4ccccc4C)ncnc32)cc1 | -12% | 15%[46 µM]
COC(=O)CCN(C(=O)C1CCN(S(=O)(=O)c2c(C)noc2/C=C/c2ccccc2F)CC1)c1ccccc1 | -4% | -3%[46 µM]
Cc1ccc(Cl)cc1NC(=O)CSc1nccn1C | -13% | 21%[46 µM]
Cc1cccc(CNC(=O)CCCN2C(=O)CCn3nc(-c4cn(C)c5ccccc45)cc32)c1 | -10% | ?
COc1cc(Cl)c(NS(=O)(=O)c2ccc(-c3cnc(C4CC4)o3)cc2)c(OC)c1 | -13% | ?
COc1ccc(-c2cccc(NS(=O)(=O)c3cc(C(F)(F)F)ccc3Cl)c2)nn1 | 5% | ?

Filtered by structure: the compounds so far with bromine (two)
SMILES | Tau ThT inhib | LMNA splice mod
CCOC(=O)N1CCN(S(=O)(=O)N2CCCC(C(=O)NCc3cc(Br)ccc3OC)C2)CC1 (stereo not drawn) | 5% | -3%[46 µM]
CCOC(=O)c1cc2c(=O)n3ccccc3nc2n(Cc2ccco2)c1=NC(=O)c1cccc(Br)c1 | -22% | 9%[46 µM]

The list goes on.
SMILES | Tau ThT inhib | LMNA splice mod
Cc1ccc(CNC(=O)c2ccc(CSCc3c(F)cccc3Cl)o2)cc1 | 0% | ?
CCc1cc(=O)[nH]c(SCc2nc(-c3cccc(Cl)c3)no2)n1 | ? | ?
CCOC(=O)C1CCN(C(=O)c2ccc3c(c2)sc2nc(-c4ccc(OC)cc4)cn23)CC1 | -4% | -17%[46 µM]
Cc1ccc(C)c(NC(=O)Cn2nc(C)c3nn(-c4ccc(Cl)cc4)c(C)c3c2=O)c1 | 14% | ?
COC(=O)c1c(-c2cccs2)csc1NC(=O)COc1ccccc1 | 20µM* | 2%[46 µM]
CC1CCn2c(nc3cc(C(=O)NCc4ccc(OC(C)C)cc4)ccc32)C1 (stereo not drawn) | -7% | 9%[46 µM]
Cc1ccc(S(=O)(=O)C(CNC(=O)c2ccc(C(F)(F)F)cc2)c2ccco2)cc1 (stereo not drawn) | -8% | 8%[46 µM]
CCn1c(SCc2c(F)cccc2Cl)nc(=O)c2c(C(=O)OC)cc(C3CC3)nc21 | ? | ?
CC(C)(C)OC(=O)N1CCC(c2c(C(=O)NCCc3ccccc3)cnn2-c2ccc(F)cc2)CC1 | -17% | -12%[46 µM]
Cc1cccc(-c2nc3scc(CCNS(=O)(=O)c4c(C)noc4C)n3n2)c1 | -2% | -1%[46 µM]
O=C(NCc1cccs1)c1ccc2c(c1)N(Cc1ccccc1Cl)C(=O)c1ccccc1S2 | 14% | ?
O=C(Nc1ccc(F)cc1F)N1CCc2c(sc3c2CCCC3)C1c1ccc(F)cc1 (stereo not drawn) | 1% | 1%[46 µM]
O=C(c1ccc(Br)cc1)N1CCC(c2nc3ccccc3s2)CC1 | -15% | ?
Oc1c(C(c2ccc(F)cc2)N2CCOCC2)sc2nc(-c3ccco3)nn12 (stereo not drawn) | -5% | 8%[46 µM]
Cc1ccc(NC(=O)/C=C\C(=O)N(c2ccc(C(C)C)cc2)C(C(=O)NCc2ccco2)c2ccc(Cl)cc2)cc1 (stereo not drawn) | 1% | ?
COCC(=O)N1c2nc(C(C)C)nn2C2(CCCCC2)[C@@H]2CCCC[C@@H]21 | 2% | -7%[46 µM]
Cc1ccc(OCC(=O)OCc2cc(=O)n3nc(C4CC4)sc3n2)cc1C | -2% | 4%[46 µM]
O=C(Nc1cc(Cl)cc(Cl)c1)c1cc(S(=O)(=O)NC2CCCC2)ccc1F | 3% | ?
CC(=O)c1cccc(NC(=O)CN2C=NS(=O)(=O)c3ccc(C)cc32)c1 | -5% | 9%[46 µM]
O=C(NCc1ccccc1Cl)c1ccc(Cn2c(SCc3ccccc3)nc3cccnc32)cc1 | 0% | 9%[46 µM]
COc1ccccc1NC(=O)CSc1nnc(-c2ccccc2C)o1 | 3% | 8%[46 µM]
COc1cc(OC)cc(C(=O)Nc2ccc(-c3nc4ccccc4s3)c(C)c2)c1 | ? | 5%[46 µM]
Cc1ccc(NC(=O)c2cc(S(=O)(=O)N3CCCCC3)c[nH]2)cc1N(C)C | -8% | 9%[46 µM]
Cc1cccc(OCC(=O)Nc2ccc3oc(-c4ccccc4F)nc3c2)c1 | ? | 21%[46 µM]
COc1ccc(OCC(=O)Nc2cc(-c3cccc(Cl)c3)nn2-c2ccccc2)cc1 | 5% | ?
CCc1c(C)nc(SCc2nc(-c3ccccc3)no2)[nH]c1=O | 5% | -29%[46 µM]
Cc1ccc(NC(=O)C(=O)NCC(c2cccnc2)N2CCc3ccccc3C2)cc1 (stereo not drawn) | ? | 25%[46 µM]
Cc1ccc(NC(=O)CSc2nnc(NC(=O)NC3CCCCC3)s2)cc1 | 15% | ?
Cc1ccc(/C=C/c2onc(C)c2S(=O)(=O)N2CCC(C(=O)NCc3ccc(OC(C)C)cc3)CC2)cc1 | 8% | 1%[46 µM]
Cn1nnnc1SCCCNCc1cccc(OCc2ccccc2Cl)c1 | -10% | -9%[46 µM]
Cc1cccc(NC(=O)CS(=O)(=O)c2cccc3nsnc23)c1 | 4% | 12%[46 µM]
COc1ccc(Cl)cc1C(=O)Nc1c2c(nn1-c1ccc(Cl)cc1)CS(=O)(=O)C2 | 7% | ?
CC(=O)c1ccc(N2C(=O)N(CC(=O)c3ccc(C)cc3)c3ccccc3S2(=O)=O)cc1 | 1% | ?
CCOC(=O)c1cc(-c2ccccc2)n(CCC(=O)NC2CCCCC2)c1C | -5% | 22%[46 µM]
Cc1ccccc1CCNC(=O)c1ccc2c(c1)nc1n2CCC(C)C1 (stereo not drawn) | ? | 9%[46 µM]
Cc1nn(C)c2c1c(C(F)(F)F)cc(=O)n2C(C)C(=O)Nc1ccccc1F (stereo not drawn) | 0% | 11%[46 µM]
Cc1nc(-c2ccccc2)sc1CCNC(=O)C(=O)Nc1ccc(F)c(Cl)c1 | ? | 8%[46 µM]
O=C(Nc1ccc(C(=O)N2CCCCC2)cc1)c1nsc2ccccc12 | ? | -10%[46 µM]
CC(=O)N1CCc2cc(CNC(=O)Nc3cc(Cl)ccc3C)ccc21 | -4% | 10%[46 µM]
COc1ccc(-n2ncc(C(=O)N3CCN(c4ccccn4)CC3)c2C2CCN(C(=O)OC(C)(C)C)CC2)cc1 | -7% | 25%[46 µM]
NC(=O)C1CCN(c2ncnc3c2cnn3-c2ccccc2)CC1 | -7% | -3%[46 µM]
COc1cccc(CNC(=O)c2ccc(-n3c(C)cc4c3CCC(C)C4)cc2)c1 (stereo not drawn) | ? | ?
CCc1ccc(NC(=O)CCc2c(C)nn(-c3ccc(N4CCCC4)nn3)c2C)cc1 | ? | 5%[46 µM]
CCOc1ccc(NC(=O)c2c(Nc3ccccc3C)sc(C(=O)c3ccc(Cl)cc3)c2N)cc1 | ? | ?
CCOCCc1nn2c(=O)cc(COC(=O)c3ccccc3NC(=O)c3cccs3)nc2s1 | 4% | -4%[46 µM]
COc1ccc(-c2cn3nc(N4CCC(C(=O)Nc5cccc(C)c5C)CC4)sc3n2)cc1 | ? | -4%[46 µM]
O=C(CSc1nc2ccccc2n1Cc1cccc(F)c1)NCc1ccccc1 | -11% | 2%[46 µM]
COc1ccc(C)cc1NC(=O)c1sc2nc(-c3ccc(F)cc3)cn2c1C | 0% | ?
CCOc1ccc(N(C)S(=O)(=O)c2c(C(=O)N3CCC(C)CC3)c(C)n(C)c2C)cc1 | 0% | 24%[46 µM]
CCc1cccc(C)c1NC(=O)Cn1c(=O)cc(C(F)(F)F)c2c(C)nn(C)c21 | 15% | -1%[46 µM]
COc1ccc(C)cc1NC(=O)C(=O)NCCc1sc(-c2cccc(C)c2)nc1C | -12% | -1%[46 µM]
Cc1cccc(Cn2cc(C(=O)Nc3ccc(F)c(C(F)(F)F)c3)ccc2=O)c1 | 20% | ?
CCc1ccccc1NC(=O)c1ccc2nc(C(C)C)oc2c1 | 3% | ?
Cc1ccc(NC(=O)CN2C(=O)c3ccccc3Sc3ccc(C(=O)N4CCOCC4)cc32)cc1F | 8% | 9%[46 µM]
COc1cccc(CNC(=O)c2ccc3nc(CCc4ccccc4)oc3c2)c1OC | -14% | ?
